# From PubChem BioAssay
# KDM5B inh: blocks human KDM5B histone demethylase activity. Q9UGL1. KDM5B demethylase, FDH-coupled NADH fluorescence (FDH is formaldehyde dehydrogenase). Potency, µM (titrated, usually from 57.7 µM), without a hit: at the top dose activity change, negative = inhibition, actives largely listed as inhibitors. 220,000 tested, 2.6% active. AID 1347165; active = well fitted inhibition curve with a large enough effect; inconclusive = small, poorly fitted or top-dose-only effect; inactive = no such curve, though single readings can be large or run the other way; also: 0% is about no effect; nearly all actives have a fitted effect of over 70% in size
#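 Here, H3K4me3 peptide (12.5 µM in substrate mix) is demethylated by KDM5BΔAP, 200 nM final, after 10 min compound exposure. Formaldehyde product is coupled through FDH (0.25 U/mL in mix) to NADH fluorescence; 30-min ΔRFU feeds dose-response curves.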
# Numbers without * were called inactive; ? = inconclusive; [ ] = another dose, or the depositor's remark. Potency is read from the fitted curve at half-maximal effect. Not all compounds are listed; count on the stated rates, not on these rows.
SMILES,KDM5B inh
O=C(c1ccc(Cl)cc1Cl)N(CCS(=O)(=O)N1CCCCC1)Cc1cccnc1,?
CCc1nncn1C1CCN(S(=O)(=O)c2cc(F)cc(F)c2)CC1,4.7%
CC(=O)N1CCC(Cc2ccc(C(=O)N(C)C)cc2)CC1,-4.9%
O=C(NC1CC(=O)N(c2ccc(F)cc2)C1)C1CCCC1 (stereo not given),-10.1%
Cc1ccccc1C(=O)O/N=C/c1ccc(Br)cc1,-7.5%
Cc1cccc(Cl)c1NC(=O)N1CCCN(c2ncccc2[N+](=O)[O-])CC1,26.3%
Brc1ccc(-c2nc(-c3ccccc3)no2)cc1,17.6%
CN(CC(=O)NC1(C#N)CCCC1)c1ccccc1,7.7%
Cn1nc(C(=O)NCc2ccc(F)cc2)c2c1-c1ccccc1SC2,?
CCCN(C(=O)c1cc2c(=O)n(CC)c3ccccc3c2s1)c1ccccc1F,5.6%
CC(=O)C1=C(O)C(=O)NC1c1ccc(Br)cc1 (stereo not given),-26.7%
C[S+](=O)([O-])N1CCC(Cn2ccc3c(N4CCOCC4)nc(-c4cccc(C(N)=O)c4)cc32)CC1,-19.1%
COc1ccc(CN2CCc3nn(CC4CC4)c(=O)n3CC2)c(Cl)c1OC,-24.7%
BrC(/C=N/N1CCN(Cc2ccccc2)CC1)=C/c1ccccc1,9.3%
CC(C)C(=O)Nc1nonc1-c1ccc(Br)cc1,7.7%
O=S(=O)(N[C@H]1CO[C@H]2[C@@H]1OC[C@@H]2n1nnnc1Oc1ccc(-n2ccnc2)cc1)c1ccc2ccccc2c1,3.2%
CCCN(CCC)CCCNC(=O)c1sc2nc3n(c(=O)c2c1C)CCC3,?
CNC(=O)[C@@H]1C[C@H](Oc2cccnc2)CN1S(=O)(=O)c1ccc(C#N)cc1,29.0%
CNC(=O)[C@@H](c1ccccc1)N1CCC[C@H]1C(=O)N1CCN(C(C)=O)CC1,-21.9%[86.2 µM]
CCOc1ccc(-c2noc(CCCC(=O)NC3CCCCC3)n2)cc1OC,9.7%
O=C(Nc1ccccc1)N1C[C@@H](F)[C@@H](OCc2nc3ccc(F)cc3[nH]2)C1,20.2%[86.2 µM]
CCCn1ncc(CN2CC[C@H](N3CCN(C)CC3)[C@H](CCC(=O)O)C2)c1C,2.1%
O=C(c1nn(-c2ccccc2)c(=O)c2ccccc12)N1CCN(CCN2CCCC2)CC1,-8.7%
Cc1nc2ccccn2c1C(=O)NNC(=S)Nc1ccccc1,-5.4%
Cc1ncoc1C(=O)N1CCN(C(=O)N2CC3CC(C2)[C@H]2CCCC(=O)N2C3)CC1 (stereo not given in full),17.3%
O=C(NC[C@H]1COCc2nc3cc(C(F)(F)F)ccc3n21)C1CC1,-4.6%[86.2 µM]
COc1cc(SC)ccc1C(=O)N[C@H]1C[C@@](O)(C(=O)NCCC(N)=O)C[C@@H](O)[C@@H]1O,18.8%
Cc1cc2oc(C(=O)NCC(c3ccco3)N3CCOCC3)c(C)c2cc1C (stereo not given),7.1%
CCc1ccc(Sc2cc(C(=O)NC(C)CC)c3ccccc3n2)cc1 (stereo not given),?
COc1ccc(-c2nc(C)c(-c3ccccc3)s2)cc1,?
COCC(C)NC(=O)CSc1nc(-c2ccccc2)c(-c2ccccc2)o1 (stereo not given),-14.4%
COCCN(Cc1nccs1)C(=O)c1oc2ccc(C)cc2c1C,-6.4%
CCCCC(CC)CNC(=O)CCCCn1c(=O)[nH]c2ccsc2c1=O (stereo not given),16.1%
COc1ccc(NC(=O)Cn2c(Nc3ccc(F)c(C)c3)nc(C)cc2=O)cc1OC,-29.5%
c1cncc(-c2ccnc(NCCc3csc(-c4ccncc4)n3)n2)c1,?
CS(=O)(=O)N1CCCN(C(=O)c2ccccc2C2CCNC2)CC1 (stereo not given),6.8%
COc1ccc(-c2[nH]nc3ncc(-c4ccccc4F)nc23)cc1F,-13.8%[86.2 µM]
CCCn1cc(S(=O)(=O)c2ccc(CC)cc2)c(=O)c2ccccc21,0.7%
Fc1ccc(Cc2noc(-c3nc(-c4ccccc4)no3)n2)cc1,7.6%
N#Cc1cccc(COC(=O)CCC(=O)c2ccc3c(c2)OCCCO3)c1,26.1%
COc1cc(C(=O)Nc2ccc3oc(-c4ccc5ccccc5c4)nc3c2)cc(OC)c1OC,-34.8%
Cc1cc(Nc2ccc(F)cc2C)n2nc(-c3ccco3)nc2n1,8.7%
CC1Oc2ccc(NC(=O)c3ccccc3F)cc2CN(Cc2ccccc2F)C1=O (stereo not given),?
COc1cc(OC)cc(C(=O)N2CCC3(CC2)NC(=O)N(c2cccc(Cl)c2)N3)c1,-7.5%
CCCCc1nc2sc3c(c2c(=O)n1NC(=O)c1ccco1)CC(C)(C)OC3,6.6%

# In another format: results already given
structure: CC(=O)N1CCC(Cc2ccc(C(=O)N(C)C)cc2)CC1
  KDM5B inh = -4.9%

structure: O=C(NC1CC(=O)N(c2ccc(F)cc2)C1)C1CCCC1 (stereo not given)
  KDM5B inh = -10.1%

# (more compounds)
SMILES,KDM5B inh
CC(=O)c1cccc(NC(=O)CCCSc2nc(-c3ccco3)cc(C(F)(F)F)n2)c1,?
CN(C)CCNC(=O)C[C@@H]1CCNC[C@@H]1Cc1cc(CN(C)Cc2ccccc2)on1,76.7%[activator][86.2 µM]
O=C([C@@H]1C[C@H](F)CN1C(=O)c1ccc(F)cc1)N1CCOCC1,22.3%
COc1cccc(-c2cc(C(=O)Nc3cnn(Cc4ccc(Cl)cc4Cl)c3)no2)c1,0.1%
CCC(=O)N1c2ccc(S(=O)(=O)CCC(=O)NCc3cccc(OC)c3)cc2CC1C (stereo not given),-7.6%
CCOC(=O)C1CCN(C(=O)c2cn(-c3ccccc3)nc2-c2ccc(Cl)cc2)CC1,-27.3%
CCC(=O)N(C1CCOCC1)C1CCN(S(=O)(=O)c2ccc(Cl)c(C)c2)CC1,31.1%[activator]
CN(CCOc1ccc(C#N)cc1)C1CCCc2ccccc21 (stereo not given),14.1%
CN1CCC(NC(=O)C2(C)CCc3cnc(N4CCOCC4)nc32)CC1 (stereo not given),35.5µM*
CCN(Cc1cc(=O)oc2c(C)c(O)ccc12)C1CC1,-114.9%
CCOc1ccc(NC(=O)NCCCN2CCN(c3ccc(F)cc3)CC2)cc1,1.4%
Cc1ccc(/C=C2/N=C(c3ccccc3)NNC2=O)cc1,-11.0%
Cc1ccc(-c2cc(C(=O)NC(C)C(=O)N(C)C)c3ccccc3n2)o1 (stereo not given),?
COc1ccccc1-c1nnc(C2CCN(C(=O)c3ccc(C)cc3)CC2)o1,-16.1%
Cn1c2c(c3ccccc31)CN(C(=O)Nc1cccc(Br)c1)CC2,?
CC(C)(C)CC(=O)N1CCC2(CC1)OCCN2S(=O)(=O)c1ccccc1,15.1%
CCS(=O)(=O)NCC1(COc2ccccc2)C[C@@H](O)[C@@H](O)C1 (stereo not given in full),?
Cc1cc(C(=O)Nc2ccc([C@@H](O)[C@H]3COCC(=O)N3CC(C)C)cc2)n(C)n1,-7.8%[86.2 µM]
CC(C)(C)C(=O)Nc1nc2c(s1)C[C@@H]1[C@](C)(CO)[C@H](O)CC[C@@]1(C)[C@@H]2CC(=O)NC1CCCC1,?
CC(C)C(=O)NNC(=O)c1csc(-c2cccs2)n1,?
COc1ccccc1N1CCN(CCCNC(=O)Cn2ncc3c([nH]c4ccccc43)c2=O)CC1,?
CC(C)c1ncc(Cl)c(C(=O)O)n1,16.6%
CC(=O)Nc1ccc2nc(SCCOc3ccccc3)sc2c1,-12.9%
O=C(NCc1ccc(F)cc1)N1CCCC(Cn2c(C3CC3)nc3cccnc32)C1 (stereo not given),8.2%
Cc1ccc(OCC(=O)N2CCC(c3noc(-c4ccccn4)n3)C2)cc1 (stereo not given),-1.4%
COCc1nncn1C1CCN(C(=O)c2ccc(C)s2)CC1,0.7%
O=C(Nc1nc(-c2ccc(Cl)cc2)cs1)C1CCN(C(=O)c2ccoc2)CC1,5.6%
Clc1ccc(-c2nnc(C3CC3)o2)cc1,20.6%
Cn1c(=O)c2[nH]c(N3CCC(C(=O)O)CC3)nc2n(C)c1=O,-28.3%
Cc1ccc(-c2noc(-c3cc4cccc(O)c4oc3=O)n2)cc1,9.4%
COc1ccccc1CNC(=O)CN1C(=O)CCn2nc(-c3ccccc3)cc21,-16.6%
Cc1ccccc1-c1cc(C(=O)NCc2cccnc2)c2c(c1)ncn2C,?
Cc1ccc(C(O)CNC(=O)c2ccc3c(c2)NC(=O)CS3)cc1 (stereo not given),11.8%
CC1(C)Cc2ccccc2C(C(=O)c2ccccc2)=N1,47.8%
CC(C)CCN1CCCC2(COc3ccccc3C(=O)N2)C1 (stereo not given),?
COc1ccc(/C=C/C(=O)Nc2ccc(Cl)c(Cl)c2)cc1OC,?
CCc1ccc(NC(=O)c2ccc(F)c(S(=O)(=O)N3CCC4(CC3)OCCO4)c2)cc1,-29.7%
c1ccc2c[n+](Cc3cccc4ccccc34)ccc2c1,-12.6%
CCOC(=O)c1c(C)[nH]c(C)c1S(=O)(=O)NCC(=O)Nc1cc(C)ccc1OC,-13.2%
O=C(NCCCN1CCOCC1)c1ccc(NS(=O)(=O)c2ccccc2)cc1,-2.9%
Cc1n[nH]c(C)c1CCC(=O)NCC1CCN(c2cc(-c3ccccc3)[nH]n2)CC1,?
O=C(NCCc1ccncc1)C1CN(C(=O)c2ccsc2)CC12CCOCC2 (stereo not given),-15.1%
Cc1nnc(C(C)NC(=O)C2CCN(C(=O)C3CCCC3)CC2)o1 (stereo not given),16.2%
O=C1CC2(CCN([S+](=O)([O-])c3cccc(C(F)(F)F)c3)CC2)Oc2ccccc2N1,14.4%
Cc1cc(C(=O)NCc2ccccc2)c2c(C)nn(-c3cccc(Cl)c3C)c2n1,-23.2%

# An excerpt from above in order of their number in KDM5B inh, rising:
SMILES,KDM5B inh
CCc1ccc(NC(=O)c2ccc(F)c(S(=O)(=O)N3CCC4(CC3)OCCO4)c2)cc1,-29.7%
COc1ccccc1CNC(=O)CN1C(=O)CCn2nc(-c3ccccc3)cc21,-16.6%
c1ccc2c[n+](Cc3cccc4ccccc34)ccc2c1,-12.6%
O=C(NCCCN1CCOCC1)c1ccc(NS(=O)(=O)c2ccccc2)cc1,-2.9%
Cc1ccc(C(O)CNC(=O)c2ccc3c(c2)NC(=O)CS3)cc1 (stereo not given),11.8%
O=C1CC2(CCN([S+](=O)([O-])c3cccc(C(F)(F)F)c3)CC2)Oc2ccccc2N1,14.4%

# Further structures follow:
SMILES,KDM5B inh
CCOc1ccc(NC(=O)c2sc(-n3nc(C)c(CCC(C)C)c3C)nc2C)cc1,11.1%
C#CCCCN([C@@H](CC(C)C)C(=O)OC)S(=O)(=O)c1ccc(F)cc1Br,11.3%
Cc1cc(C)cc(N2CCC(NC(=O)c3cc(F)cc(F)c3)C2=O)c1 (stereo not given),23.3%
COc1cc(-c2csc(-c3c(C)c(C)nn(C)c3=O)n2)ccc1OC(F)F,17.9%
Cn1cc(-c2cc3n(n2)CCC(=O)N3CC(=O)NCc2ccccc2)c2ccccc21,?
N#CC1(C(=O)NCC2(c3ccccc3)CCCCC2)CCCCC1,7.7%
CCCC(=O)Nc1ccc2oc(-c3ccc(OC)c(Br)c3)nc2c1,?
COc1cc(NC(=O)CCCN2C(=O)CCn3nc(-c4cn(C)c5ccccc45)cc32)cc(OC)c1,?
CCOC(=O)c1cccc(NC(=O)c2ccc3nc(Cc4ccccc4)oc3c2)c1,?
O=C(C1CCOCC1)N1CCC(Oc2nccnc2N2CCOCC2)C1 (stereo not given),5.0%
O=C(C1CCOCC1)N1CCC2(CC1)CC(N1CCCC1)CCO2 (stereo not given),?
CC(=O)NCCNC(=O)CCc1ncc(-c2ccc(Cl)cc2Cl)o1,18.5%
Cc1cccc(NC(=O)N2CCC(Oc3ncccc3C(=O)N3CCOCC3)C2)c1 (stereo not given),1.0%
CCOc1ccc(C2C(C(N)=O)=C(C)Nc3nc(-c4cccc(Cl)c4)nn32)cc1OC (stereo not given),?
COc1ccc(OC)c(CN2CCC3(CC2)OC(=O)N(Cc2ccc(O)cc2)C3(C)c2ccccc2)c1 (stereo not given),-17.2%

# Records listed so far printed as active in KDM5B inh.
SMILES,KDM5B inh
CN1CCC(NC(=O)C2(C)CCc3cnc(N4CCOCC4)nc32)CC1 (stereo not given),35.5µM*

# (continued)
SMILES,KDM5B inh
Cc1nc(S(=O)(=O)N2CCCCC2)c(C#N)c(C)c1Cl,16.9%
CNC(=O)c1noc(CN2CCN(C)C3(CCNC(=O)CC3)C2)n1 (stereo not given),-15.3%
CSc1ccc(/C=N/NC(=O)c2ccccc2F)cc1,?
CCOc1cc(CNC(=O)c2cc(-c3ccc(Cl)s3)nc3ccccc23)ccc1OC,?
Cc1ccc(C2=NC3(CCN(C(=O)c4ccc(C#N)cc4)CC3)ON2)cc1,-5.8%
O=C(NCC1CC1)c1cc2n(n1)CC(c1ccc(Cl)cc1)OC2 (stereo not given),-11.8%
CCC(C(=O)NC1CCCC1)N(C(=O)c1snc(C(N)=O)c1N)c1ccc(OC)c(OC)c1 (stereo not given),-14.0%
O=C(CSCc1nc2ccccc2c(=O)[nH]1)Nc1cccc(O)c1,-5.8%
COCC1CN(C)CC12CCN(C(=O)Cc1cccc(Cl)c1)CC2 (stereo not given),-10.9%
COc1cccc(CN2CCC3(CC2)COc2ccccc2NC3=O)c1,12.5%
COc1ccc(-c2cnnn2-c2ccc(NC(=O)c3ccc(S(=O)(=O)N(C)C)cc3)cc2)cc1,-20.2%
Cc1ccc2c(c1)N(C(=O)N1CCC(C(=O)NCc3cccs3)CC1)CC(C)O2 (stereo not given),-4.1%
Cc1ccn2c(=O)c(C(=O)Nc3ccc(F)c(C(F)(F)F)c3)cnc2c1,-29.9%
Cc1cc(C=O)c(C)[nH]1,4.2%

# A few values from the entries so far.
# KDM5B inh result of `CCC(C(=O)NC1CCCC1)N(C(=O)c1snc(C(N)=O)c1N)c1ccc(OC)c(OC)c1` (stereo not given) is entered as -14.0%
# KDM5B inh result of `COc1ccc(-c2cnnn2-c2ccc(NC(=O)c3ccc(S(=O)(=O)N(C)C)cc3)cc2)cc1` is entered as -20.2%
